Compound activity: PubChem BioAssay, National Center for Advancing Translational Sciences (NCATS)
POLB inh – qHTS Assay for Inhibitors of DNA Polymerase Beta | Potency, µM (titrated, usually from 114 µM), for the others: at the highest dose activity change, negative = inhibition, hits mostly inhibitors | 340,000 compounds, 1.3% hits | Pol beta primer extension/strand displacement, fluorescence kinetic; note: potency is the fitted concentration of half-maximal effect; % is set by controls: 0 for no effect and ±100 for the full control effect
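Curves were derived by four-parameter Hill fits of normalized qHTS data. The kinetic fluorescent primer-extension read was taken at 0 and 10 min after 50 nM substrate, following a 15 min room-temperature preincubation of 10 nM enzyme with compounds.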
BLM helicase inh – qHTS Assay for Inhibitors of Bloom's syndrome helicase (BLM). recombinant BLM DNA unwinding, fluorescence dequenching. AID 2528, 2010. Potency, µM (doses to about 56.1 µM), for inactives: at the highest dose activity change, negative = inhibition, most hits filed as inhibitors. 350,000 compounds, 0.2% hits. RecQ-like DNA helicase BLM (Homo sapiens), P54132;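 note: potency is the fitted concentration of half-maximal effect; plate controls were vehicle for no effect and no enzyme for full effect; nearly all actives have a fitted effect of over 35% in size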
Pol kappa inh – qHTS for Inhibitors of Polymerase Kappa | Potency, µM (top dose mostly 107 µM), for the others: top-dose activity, negative = inhibition, most hits filed as inhibitors | AID 588579, 2011 | DNA polymerase kappa (Homo sapiens), Q9UBT6 | 400,000 compounds, 0.53% hits | purified Pol kappa, fluorescent DNA synthesis assay, 10 min; note: potency is the fitted concentration of half-maximal effect; % is set by controls: 0 for no effect and ±100 for the full control effect
Target sequence (Q9UBT6 whole entry, looked up): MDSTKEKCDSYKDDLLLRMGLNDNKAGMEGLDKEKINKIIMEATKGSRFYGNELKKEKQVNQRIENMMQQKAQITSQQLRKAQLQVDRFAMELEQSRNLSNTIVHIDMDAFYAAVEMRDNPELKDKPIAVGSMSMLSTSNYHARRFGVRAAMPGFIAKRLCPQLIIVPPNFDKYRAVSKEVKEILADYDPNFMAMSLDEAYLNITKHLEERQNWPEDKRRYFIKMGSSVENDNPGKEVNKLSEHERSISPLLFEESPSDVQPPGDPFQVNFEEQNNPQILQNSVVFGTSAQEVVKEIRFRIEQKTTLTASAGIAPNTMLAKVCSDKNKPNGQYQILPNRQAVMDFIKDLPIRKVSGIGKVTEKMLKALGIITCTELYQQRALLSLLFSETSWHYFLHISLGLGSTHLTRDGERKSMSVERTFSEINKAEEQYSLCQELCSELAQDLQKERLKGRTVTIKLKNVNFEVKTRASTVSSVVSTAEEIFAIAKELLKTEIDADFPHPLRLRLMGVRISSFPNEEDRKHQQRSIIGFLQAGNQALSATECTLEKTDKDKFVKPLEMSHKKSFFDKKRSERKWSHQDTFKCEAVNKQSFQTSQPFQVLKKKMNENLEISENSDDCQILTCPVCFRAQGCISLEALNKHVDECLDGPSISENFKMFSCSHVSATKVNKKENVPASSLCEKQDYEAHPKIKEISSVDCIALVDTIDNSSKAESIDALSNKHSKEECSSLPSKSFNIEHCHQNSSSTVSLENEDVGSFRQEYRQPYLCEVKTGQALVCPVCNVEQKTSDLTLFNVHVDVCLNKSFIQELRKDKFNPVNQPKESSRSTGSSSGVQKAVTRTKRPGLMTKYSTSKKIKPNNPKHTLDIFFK
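50 nM final substrate added after 15 min RT preincubation of 10 nM Pol kappa with compound; fluorescence read at 0 and 10 min.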
POLH inh – qHTS for Inhibitors of Polymerase Eta | DNA polymerase eta (Homo sapiens), Q9Y253 | recombinant Pol eta, fluorescent DNA replication assay | Potency, µM (top dose mostly 114 µM), without a hit: top-dose activity change, negative = inhibition, most hits filed as inhibitors | 390,000 compounds, 1.2% hits; note: potency is the fitted concentration of half-maximal effect; % is set by controls: 0 for no effect and ±100 for the full control effect
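Pol eta at 10 nM preincubated with compounds 15 min at room temperature; reaction started with fluorescent substrate (50 nM final) and read kinetically at 0 and 10 min.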
APEX1 inh – qHTS Assay for Inhibitors of the Human Apurinic/apyrimidinic Endonuclease 1 (APE1). DNA repair nuclease/redox regulator APEX1 (Homo sapiens), P27695. recombinant APE1, TAMRA/BHQ-2 abasic DNA cleavage fluorescence. Potency, µM (top dose mostly 65.8 µM), for the others: at the highest dose activity change, negative = inhibition, most hits filed as inhibitors. 350,000 compounds, 0.35% hits;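 note: potency is the fitted concentration of half-maximal effect; plate controls were vehicle for no effect and reference inhibitor for full effect; nearly all actives have a fitted effect of over 55% in size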
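Enzyme (0.75 nM final) and test compound are incubated 15 min at room temperature before adding 50 nM quenched THF abasic-site duplex. Cleavage dequenches TAMRA, followed at 525/598 nm over three reads one minute apart.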
Anesthetic bind – qHTS Assay for Identification of Novel General Anesthetics | Ferritin light chain (Equus caballus), P02791 | apoferritin/1-aminoanthracene competitive binding, fluorescence | Potency, µM (titrated, usually from 77.5 µM), for the others: at the highest dose activity change, negative = displacement, hits mostly inhibitors | 350,000 compounds, 0.074% hits | AID 485281, 2010; note: potency is the fitted concentration of half-maximal effect; % is set by controls: 0 for no effect and ±100 for the full control effect; nearly all actives have a fitted effect of over 20% in size
Target sequence (P02791 2-175 limits assumed): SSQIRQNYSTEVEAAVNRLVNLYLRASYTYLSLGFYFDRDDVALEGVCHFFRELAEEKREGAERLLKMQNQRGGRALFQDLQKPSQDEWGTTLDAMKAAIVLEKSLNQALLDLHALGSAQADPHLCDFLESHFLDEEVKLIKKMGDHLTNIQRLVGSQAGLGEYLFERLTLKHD
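In PBS, apoferritin at 10 uM is loaded with 1-AMA from a 50% saturated solution. After 10 min of compound exposure at ambient temperature, reduced 535 nm fluorescence indicates probe displacement.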
POLI inh – qHTS for Inhibitors of Polymerase Iota. 390,000 compounds, 1% hits. DNA polymerase iota (Homo sapiens), Q9UNA4. Pol iota fluorescent replication assay, 10 min. Potency, µM (doses to about 115 µM), for the others: at the top dose activity, negative = inhibition, hits mostly inhibitors. AID 588590, 2011; note: potency is the fitted concentration of half-maximal effect
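Pol iota at 10 nM preincubated 15 min with compounds at room temperature; reaction started with fluorescent substrate, 50 nM final. Fluorescence read kinetically at 0 and 10 min; buffer-only wells as negative control.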
RXFP1 antag – qHTS Assay for Antagonists of the Relaxin Receptor RXFP1; Relaxin receptor 1 (Homo sapiens), Q9HBX9; HEK293-RXFP1, relaxin-stimulated cAMP HTRF, 30 min; active compounds read low; activity change, negative = inhibition, % at 57.5 µM; 350,000 compounds, 0.59% hits; AID 1259400, 2018;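 active = activity change of -60% or lower, but not beyond a set lower limit; inconclusive = change between -60% and -40%, or beyond the set limit; inactive = change above -40%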; note: % is set by controls: 0 for no effect and ±100 for the full control effect
PGK inhibitor – qHTS Assay to Find Inhibitors of Phosphoglycerate Kinase. Potency, µM (top dose mostly 57.5 µM), for the others: at the top dose activity change, negative = inhibition, actives largely listed as inhibitors. PGK/GAPDH coupled, Kinase-Glo luminescence, 60 min. 380,000 compounds, 0.043% hits. Phosphoglycerate kinase, glycosomal (Trypanosoma brucei brucei), P07378; note: potency is the fitted concentration of half-maximal effect; % is set by controls: 0 for no effect and ±100 for the full control effect; nearly all actives have a fitted effect of over 60% in size
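Luminescent ATP detection (Kinase-Glo Plus) follows a 60-minute room-temperature incubation, with wells lacking PGK as controls. Buffer: 100 mM TEA (pH 7.6), 5 mM MgCl2, 0.01% Tween-20. Coupling enzyme GAPDH (100 nM final) supplies unstable 1,3-BPG in-well.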
* hit, by the source's call; i = inactive; ? = inconclusive; . = no result given; & = joins results of further samples; [ ] = another dose, or the depositor's remark. Unless noted, calls come from the whole dose curve; as a rule, active = well fitted curve in the direction sought with a large enough effect; inconclusive = small, poorly fitted or top-dose-only effect, or another doubt; inactive = no such curve, though single readings can be large; an effect the other way counts as inactive or inconclusive. A portion of the library. The share of hits here may be higher or lower than overall.

SMILES | RXFP1 antag | BLM helicase inh | POLH inh | Pol kappa inh | Anesthetic bind | POLI inh | POLB inh | APEX1 inh | PGK inhibitor
O=C(NC1CCCC1)C(c1ccccn1)N(C(=O)c1csnn1)c1ccccc1 (stereo not drawn) | -23 | 0% | -5% | -5% | -5% | 10% | -12% | 2% | -1%
CC(CCc1ccccc1)NC(=O)c1nnc(Cc2ccc(F)cc2)o1 (stereo not drawn) | . | -4% | -8% | -6% | -13% | -6% | 13% | -2% | -8%
COc1ccc(CCNC(=O)c2c[nH]c3ccc(F)cc3c2=O)cc1OC | -7 | 0% | -6% | 14% | -16% | 12% | 13% | -16% | -5%
COC(=O)c1cccc(-n2c(CCC(=O)O)ccc2-c2ccc(OC)cc2)c1 | -11 | 0% | -24% | 3% | -13% | 3% | 5% | . | -12%
CCN1CCN(C(=O)/C=C/c2cccc(Cl)c2)CC1 | 7 | -2% | 1% | 3% | -6% | 28% | 37% | 1% | -8%
COc1cc(OC)cc(C(=O)Nn2cnnc2)c1 | 16 | -1% | 3% | -10% | -1% | 100%[activator] | -3% | 10% | -6%
CC(C)(C)NC(=O)CSc1nsc(SCC(=O)NC(C)(C)C)c1C#N | 1 | -4% | 1% | -6% | -17% | 18% | 15% | 0% | 8%
COC(=O)c1ccc(NC(=O)COC(=O)CCC2CCCC2)cc1 | -2 | . | -13% | -14% | . | -6% | . | 19% | -3%
COCC(CN1CCN(C2=NS(=O)(=O)c3ccccc32)CC1)OC(=O)c1ccccc1 (stereo not drawn) | 3 | 3% | -10% | -23% | -3% | -7% | 37% | -14% | 0%
O=C(CSc1nccn1Cc1ccco1)Nc1ccccc1C(F)(F)F | -4 | 0% | -10% | -3% | -17% | 15% | 30% | 17% | i
COc1cc(NC(=S)NN2CCOCC2)cc(OC)c1 | 12 | . | 6% | 2% | . | 66%[activator] | . | . | 2%
Cc1cccc(NS(=O)(=O)c2ccc(C)c(C(=O)N3CCN(C(=O)c4ccco4)CC3)c2)c1 | -14 | . | -18% | -13% | . | 51%[activator] | . | . | -7%
CCOC(=O)c1cccc(NC(=O)N2CC(CC)Sc3ccccc32)c1 (stereo not drawn) | -32 | -6% | 6% | -1% | 6% | -9% | 29% | . | i
CCOC(=O)c1cnn(-c2ccc(C(F)(F)F)cn2)c1N | -6 | 1% | 2% | -1% | -9% | -12% | 14% | 9% | -8%
CC(C)COc1ccc(/C(O)=C2/C(=O)C(=O)N(CCN(C)C)C2c2ccncc2)cc1 (stereo not drawn) | 6 | -1% | -7% | -2% | ? | 34%[activator] | 65% | -4% | -5%
CCCCNC(=O)CN1C(=O)COc2ccc(S(=O)(=O)N3CCCC3)cc21 | . | 1% | -3% | -5% | -7% | 35%[activator] | 1% | . | -5%
CCOc1ccc(NC(=O)CCC(=O)Nc2cc(OC)c(NC(=O)c3ccco3)cc2OC)cc1 | -7 | -8% | -6% | -22% | 3% | 47%[activator] | 29% | -25% | i
O=C(CN1CCOCC1)Nc1ccc2c(c1)OCO2 | -10 | 2% | -21% | 3% | 1% | 4% | 34%[activator] | 14% | -4%
c1ccc(COc2cccc(CNCc3cccnc3)c2)cc1 | -8 | -4% | -4% | 0% | -13% | -11% | 10% | 15% | -2%
O=C(NCCCOC(=O)c1ccccc1)c1ccccc1 | -3 | . | -10% | -6% | . | -12% | . | . | -1%
CC1(C)Cc2c(c(N3CCOCC3)nc3sc(C(=O)N4CCCCC4)c(N)c23)CO1 | . | -9% | -10% | 7% | -8% | 48% | 2% | 2% | i
COCCn1c(C(F)(F)F)ccc(NC(=O)c2ccccc2)c1=O | -1 | -3% | -15% | 4% | -6% | 10% | 3% | 28% | -10%
CNc1nc(-c2ccc(Cl)cc2)cs1 | -2 | -4% | -5% | -6% | ? | -9% | 18% | -5% | i
CC(C(=O)N1CCOCC1)c1ccc([N+](=O)[O-])cc1 (stereo not drawn) | 4 | -1% | -3% | -7% | -7% | -21% | 1% | 4% | .
COc1cccc(NC(=O)Cn2nc(C)c3c(C)n(-c4ccccc4)nc3c2=O)c1 | 7 | -1% | -5% | -13%[60.1 µM] | 2% | 89µM* | 7% | . | i
O=C(Nc1cc(C(F)(F)F)ccc1N1CCOCC1)C1=COCCO1 | -38 | . | 5% | -14% | . | -15% | . | 3% | -9%
O=C1C2CSCN2C(=O)CN1CCCN1CCN(C(c2ccccc2)c2ccccc2)CC1 (stereo not drawn) | -3 | 7% | -17% | 3% | -8% | 11% | -16% | 4% | .
Cc1ccc(C(=O)/C=C/c2ccccc2)o1 | -21 | -2% | ? | 6% | ? | ? | -1% | 1% | -2%
Cc1ccc(Cl)cc1N=C(N)N=C(N)N | 6 | -10% | -3% | -11% | -7% | 118%[activator] | -4% | 3% | 1%
CCn1c2ccccc2c2cc(CN3CCN(Cc4ccccc4C)CC3)ccc21 | -11 | -2% | -13% | -4% | -2% | 7% | 2% | . | 7%
Cn1nnnc1SCc1nnc(-c2ccc(F)cc2)o1 | -2 | -1% | 0% | 1% | -11% | 7% | 0% | -4% | i
C=CCSc1nsc(N)n1 | 1 | -3% | -7% | -11% | ? | 6% | 18% | -4% | -1%
O=C(NCC1CCCO1)c1onc(CSc2ccc(Cl)cc2)c1C(=O)O (stereo not drawn) | . | -1% | -8% | 13% | -13% | 13% | 18% | 2% | -9%
CCC(C)c1ccc(OCC(=O)Nc2cccc(C(=O)Nc3ccc(C(=O)O)cc3)c2)cc1 (stereo not drawn) | -14 | -9% | -8% | -8% | -24% | ? | 11% | 37% | -2%
Cc1onc(-c2c(Cl)cccc2Cl)c1C(=O)N[C@@H]1C(=O)N2[C@@H]1SC(C)(C)[C@@H]2C(=O)O | 5&15 | -4% | -8%&-9% | -14%&-3% | -6% | -8%&16% | 2% | -1%&3% | -1%&-10%
CCOc1ccc(C(=O)c2cn(CC(=O)Nc3ccc4c(c3)OCCO4)c3ccc(OC)cc3c2=O)cc1 | . | -26% | ? | -4% | -20% | 41%[activator] | -22% | . | -1%
Clc1ccc(OCCCc2nc(-c3cccnc3)no2)c(Cl)c1 | 21 | -12% | -16% | -24% | ? | 6%[58.9 µM] | 13% | -11% | 3%
CC1CCN(S(=O)(=O)c2ccc(C(=O)Nc3sccc3C(N)=O)cc2)CC1 | . | -12% | -4% | 16% | -7% | 33%[activator] | 14% | 8% | i
CC(C)C(=O)NC(=S)Nc1ccc(S(=O)(=O)N2CCCC2)cc1 | 2 | -6% | -6% | -7% | -17% | 16% | -13% | -1% | i
CC(Nc1nc(C(F)(F)F)nc2ccccc12)c1cccs1 (stereo not drawn) | -3 | -10% | -15% | -2% | -15% | -8% | 7% | -11% | -6%
COc1cc(N(C)C)ccc1C=c1c2ccccc2n2c1cc(-c1ccccc1)[n+]2C | -16 | . | 22µM* | ? | . | ? | . | . | ?
CCOC(=O)CN1C(=O)/C(=C2\SC(=S)N(NC(=O)c3cccnc3)C2=O)c2ccccc21 | 3 | 2% | -14% | -5% | -3% | 30% | 32% | -5% | 4%
COc1ccc(-c2cc(C(F)(F)F)nc(SCC(=O)NCc3ccco3)n2)cc1OC | 8 | 6% | -15% | -2% | -7% | 7% | -1% | 19% | 5%
O=C(C[C@@H]1C/C=C\CCCC(=O)OC[C@@H]2CCCN2C1=O)N[C@H](CO)Cc1ccccc1 | . | . | -18% | 7% | . | 26% | . | 14% | -5%
COC(=O)c1[nH]c2c(c1C)C(=O)CC(c1cc(OC)ccc1OC)C2 (stereo not drawn) | . | -7% | -17% | -7% | -9% | 9% | 5% | 0% | 8%
Cc1ccccc1CS(=O)(=O)Cc1ccc(C(=O)NCc2cccnc2)o1 | -11 | -2% | -13% | 3% | -8% | -8% | 13% | 14% | i
Clc1cccc(CNCC2CCCO2)c1Cl (stereo not drawn) | 1 | -1% | -18% | 6% | -6% | -2% | -5% | 2% | -7%
CN(C)/C=C/C(=O)c1c(F)cccc1F | -6 | -3% | -11% | 5% | 23% | -5% | 0% | 3% | -29%
COc1cccc(NC(=O)Nc2ccc(C)c(Cl)c2)c1 | -13 | -11% | -12% | 0% | -3% | 51%[activator] | 22% | 13% | 7%
COc1ccc(CCC(=O)Nc2cc(S(C)(=O)=O)ccc2Cl)cc1 | . | 1% | . | . | -4% | . | 4% | 3% | .
Cc1ccc(C(=O)NCc2ccc3c(c2)OCO3)cc1S(=O)(=O)N1CCOCC1 | 7 | -3% | -3% | -10% | 7% | 24% | -8% | 1% | i
CC(=O)CCc1ccc(OC(=O)c2cccnc2)cc1 | -6 | 3% | 6% | -10% | 3% | 3% | 32% | 7% | 5%
Cc1cc(-c2ccc(Br)s2)nc(-n2cccc2)n1 | -9 | -10% | -14% | ? | -10% | ? | ? | 0% | -1%
CCCCCN(C(=O)CCC(=O)OCc1ccccc1C)c1c(N)n(CCCC)c(=O)[nH]c1=O | -15 | . | -2% | -19% | . | 5% | . | -19% | 2%
COc1ccc2c(c1)c1ncn(CCN3CCNCC3)c(=O)c1n2C | 5 | -10% | -21% | -6% | 140%[activator] | 32%[activator] | -4% | -3% | -5%
CC(OC(=O)C1CCCCC1)c1nc2ccccc2[nH]1 (stereo not drawn) | . | 1% | -14% | 9% | -7% | 8% | 21% | 16% | i
CCOc1ccccc1NC(=O)Cn1nc(N2CCN(c3ccccc3)CC2)ccc1=O | -8 | -3% | -17% | 0% | ? | -12% | 5% | . | -9%
